Screening results from PubChem.
MRP1 act: H69AR viability gain despite doxorubicin, primary screen, MRP-1 activator project, H69AR cells, CellTiter-Glo | viability rescue | viability increase, % at 10 µM | hit rate 0.61% among 140,000 | AID 799, 2007;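 active means viability gain under doxorubicin at or above a set limit, the compound median plus 3 SD, cut at about 4.7% in these data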;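 further: MRP-1 overexpressing cells given doxorubicin 25 µM after compound pretreatment; 18-22 h compound pretreatment then 72 h with doxorubicin before readout; 0% = doxorubicin-only wells and 100% = vehicle-treated cells without doxorubicin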
Yeast life ext: compounds extending yeast replicative lifespan, primary screen, S. cerevisiae, OD615. hit rate 0.68% among 130,000. inhibition of the nicotinamide effect, % at 10 µM. S. cerevisiae growth with nicotinamide; deaD strain in restrictive glucose medium;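 active means inhibition above a set limit, placed 3 SD over the median of all compounds, cut at about 26% in these data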;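 further: 0% = nicotinamide-treated wells and 100% = cells grown without nicotinamide; some compounds called inactive have numbers as strong as hits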
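assay system = DeaD-strain S. cerevisiae | measured by = absorbance at 615 nm | probe or stimulus = nicotinamide 1.5 mM | buffer or medium = CSMM-D glucose medium, restrictive | times = 48 h at 30 °C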
Yeast growth inh: growth inhibitors of yeast BB579 in restrictive medium, primary screen, yeast lifespan-shortening project, S. cerevisiae. OD615, 48 h. inhibition, % at 10 µM. hit rate 0.51% among 140,000. AID 804, 2007;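 active means inhibition above a set limit, 3 SD over the mean compound inhibition, cut at about 44% in these data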; further: inactives centre near -24
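Test system: Saccharomyces cerevisiae DeaD strain BB579, replicative lifespan model yeast | Buffer or medium: Restrictive CSMM-D medium | Doses: One dose, 10 µM compound with 0.25% DMSO | Incubation: 48 h exposure, 30 °C | Detection: Culture absorbance at 615 nm | Control set: Amphotericin B at 10 µg/mL as positive control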
Phagocyt inh: inhibitors of macrophage phagocytosis, primary screen, imaging, J774A.1 cells, IgG beads | hit rate 0.07% among 110,000 | inhibition, % at 5 µM | J774A.1 macrophage IgG-bead phagocytosis;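 active means inhibition above the mean of the plate negative controls plus 5 SD, cut at about 13% in these data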;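 further: phagocytic index as fraction of beads internalized from green versus red external bead signal; plate controls were DMSO negative control for no effect and cytochalasin-D positive control for full effect; some results beyond the cut were filed as inactive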
GALR2 antag: GALR2 antagonists in receptor-expressing cells, primary screen. Galanin receptor type 2 (Homo sapiens), O43603. inhibition, % at 4 µM. antagonist mode. hit rate 0.39% among 140,000; in the data active means inhibition above about 27%;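 further: cells stimulated with galanin 1-16 at roughly its EC80; 0% = agonist challenge control and 100% = basal control without agonist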
Target sequence (O43603 whole entry, looked up): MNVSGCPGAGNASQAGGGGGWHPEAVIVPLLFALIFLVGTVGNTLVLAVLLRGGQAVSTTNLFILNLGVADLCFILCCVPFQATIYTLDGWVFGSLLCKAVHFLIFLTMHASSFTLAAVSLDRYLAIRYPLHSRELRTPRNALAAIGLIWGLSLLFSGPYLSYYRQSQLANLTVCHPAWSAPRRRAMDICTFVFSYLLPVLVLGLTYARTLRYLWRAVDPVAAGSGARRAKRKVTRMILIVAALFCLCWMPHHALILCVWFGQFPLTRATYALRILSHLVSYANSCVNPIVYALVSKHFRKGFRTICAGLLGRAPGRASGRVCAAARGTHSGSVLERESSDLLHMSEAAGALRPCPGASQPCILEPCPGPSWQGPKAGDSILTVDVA
HCT116 bCat-KO: primary screen for growth suppressors in beta-catenin knockout HCT116 cells (colon tumor, human); hit rate 1.5% among 140,000; viability, % at 10 µM; AID 818, 2007; HCT116 beta-catenin knockout viability, CellTiter-Glo, 60 h; active compounds read low;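 active means viability at or under a set limit, the compound median less 4 SD, cut at about 6% in these data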;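 further: 0% = Hyamine 1622 control at 20 µM and 100% = untreated cell control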
HCT116 PTEN-null: growth suppression of PTEN-null HCT116, primary screen, cell-based, CellTiter-Glo; HCT116 PTEN-null viability, 60 h; active compounds read low; viability, % at 10 µM; hit rate 1.2% among 140,000;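 active means viability at or below a set limit, 4 SD under the median of all tested compounds, cut at about 3.7% in these data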;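 further: PTEN knockout HCT116 line with beta catenin targeted HCT116 as companion control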
NPY-Y2 antag: NPY-Y2 receptor antagonists, primary screen, cell-based; hit rate 0.99% among 140,000; Neuropeptide Y receptor type 2 (Homo sapiens), P49146; inhibition, % at 2.7 µM; NPY-Y2 expressing cells, antagonist mode; in the data active means inhibition above about 17%;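 further: 0% = vehicle with agonist challenge and 100% = reference antagonist with challenge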
Target sequence (P49146 whole entry, looked up): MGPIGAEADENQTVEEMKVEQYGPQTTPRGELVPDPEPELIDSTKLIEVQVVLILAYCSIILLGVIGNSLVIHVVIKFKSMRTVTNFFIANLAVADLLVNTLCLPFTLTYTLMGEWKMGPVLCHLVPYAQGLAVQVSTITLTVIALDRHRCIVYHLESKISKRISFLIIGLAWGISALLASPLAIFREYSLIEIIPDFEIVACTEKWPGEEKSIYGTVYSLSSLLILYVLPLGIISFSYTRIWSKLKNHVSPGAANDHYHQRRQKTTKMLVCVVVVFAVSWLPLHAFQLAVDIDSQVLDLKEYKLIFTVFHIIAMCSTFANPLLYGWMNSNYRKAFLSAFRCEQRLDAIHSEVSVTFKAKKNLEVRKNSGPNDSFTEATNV
Measles CPE: compounds protecting cells from measles virus cytopathic effect, primary screen, measles RdRp inhibitor project, single point, MLSMR library, absorbance. Measles virus-infected cells, CPE protection. hit rate 1.5% among 140,000. protection (pct of control), % at 4 µM; in the data active means protection mostly above about 24%, no sharp cut-off; inactive means mostly below about 26%; further: some compounds called inactive have numbers as strong as hits
E-sel TNF inh: E-selectin induction blockers in HUVEC – imaging, immunofluorescence, high content, primary screen; HUVEC TNFa-induced E-selectin immunofluorescence; inhibition, % at 2 µM; hit rate 0.71% among 120,000;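 active means inhibition above the batch mean plus 3 SD, and confirmed as a hit on visual image review, cut at about 43% in these data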;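 further: 0% = TNF-stimulated DMSO wells and 100% = unstimulated control wells; not every result past the cut was called active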
The depositor's hits bear a star.

Cc1occc1C(=O)NC(C)C1CCCO1 (configuration not stated) was read as MRP1 act -3.6, Yeast life ext -3, Yeast growth inh 9, Phagocyt inh 0, GALR2 antag 0, HCT116 bCat-KO 102, HCT116 PTEN-null 92, NPY-Y2 antag -1, Measles CPE 7 and E-sel TNF inh 0.
`O=C1c2ccccc2C(=O)C12OC2c1ccc(Cl)cc1Cl` (configuration not stated) gave MRP1 act -5.1, Yeast life ext 14, Yeast growth inh 9, Phagocyt inh 1, GALR2 antag 3, HCT116 bCat-KO 2.6*, HCT116 PTEN-null 1.7*, NPY-Y2 antag 1 and Measles CPE 9.
For Cc1cccc(N2CCN(C(=O)Cn3sc4nc(C)cc(C)c4c3=O)CC2C)c1 (configuration not stated) the results were MRP1 act -5.7, Yeast life ext -11, Yeast growth inh -28, GALR2 antag 9, HCT116 bCat-KO 1.6*, HCT116 PTEN-null 1.4*, NPY-Y2 antag 3, Measles CPE 6 and E-sel TNF inh 7.
Screening COC(=O)CSc1[nH]c(=O)cc(C)c1C#N returned MRP1 act -2.3, Yeast life ext -6, Yeast growth inh -26, Phagocyt inh -2, GALR2 antag -6, HCT116 bCat-KO 104, HCT116 PTEN-null 93, NPY-Y2 antag 3, Measles CPE 7 and E-sel TNF inh 11.
For CSc1sc(C(=O)O)c(C)c1C(C)=O the results were MRP1 act 0.3, Yeast life ext -15, Yeast growth inh -15, Phagocyt inh 1, GALR2 antag -14, HCT116 bCat-KO 99, HCT116 PTEN-null 104, NPY-Y2 antag 5, Measles CPE 12 and E-sel TNF inh -10.
Screening CC1=C(C#N)C(c2cccnc2)C2=C(CCCC2=O)N1 (configuration not stated) returned MRP1 act -1.9, Yeast growth inh 15, GALR2 antag 4, HCT116 bCat-KO 88, HCT116 PTEN-null 101, NPY-Y2 antag 2, Measles CPE 1 and E-sel TNF inh 0.
For Cc1nc2ccc(NC(=O)Cc3ccc4c(c3)OCCO4)cc2s1 the results were MRP1 act 2.2, Yeast life ext -6, Yeast growth inh -58, Phagocyt inh -2, GALR2 antag 2, HCT116 bCat-KO 89, HCT116 PTEN-null 96, NPY-Y2 antag 3 and Measles CPE 10.
Screening O=C(CSc1ccc2nnc(-c3cccc(F)c3)n2n1)NCC1CCCO1 (configuration not stated) returned MRP1 act -3.1, Yeast life ext -15, Yeast growth inh -23, Phagocyt inh -2, GALR2 antag 1, HCT116 bCat-KO 87, HCT116 PTEN-null 89, NPY-Y2 antag 1, Measles CPE 4 and E-sel TNF inh 7.
`CCn1cnc2cc(NCc3ccc(OC)cc3)ccc21` gave MRP1 act -0.3, Yeast life ext 1, Yeast growth inh -12, Phagocyt inh 0, GALR2 antag -3, HCT116 bCat-KO 107, HCT116 PTEN-null 101, NPY-Y2 antag 0, Measles CPE 6 and E-sel TNF inh -1.
`COc1cc2c(cc1OC)-c1cc(OCc3cccnc3)nc(=O)n1CC2` gave MRP1 act -2.7, Yeast life ext -15, Yeast growth inh -3, Phagocyt inh 1, GALR2 antag 2, HCT116 bCat-KO 92, HCT116 PTEN-null 74, NPY-Y2 antag 12, Measles CPE 3 and E-sel TNF inh -11.
COc1ccc(C(=O)N2CC(=O)N(CCc3ccccc3)C(=O)C2)cc1OC was read as MRP1 act -1.7, Yeast life ext -12, Yeast growth inh -40, Phagocyt inh -2, GALR2 antag 0, HCT116 bCat-KO 86, HCT116 PTEN-null 92, NPY-Y2 antag 1, Measles CPE 20 and E-sel TNF inh -4.
Screening Cc1ccc(Cc2cncc(O)c2)cc1S(=O)(=O)O returned MRP1 act -1.3, Yeast life ext -18, Yeast growth inh -56, Phagocyt inh 0, GALR2 antag 5, HCT116 bCat-KO 95, HCT116 PTEN-null 99, NPY-Y2 antag -1, Measles CPE 14 and E-sel TNF inh -20.
For COC(=O)CSc1nnc(CNc2ccc(OC)cc2)n1C the results were MRP1 act -2.5, Yeast life ext -3, Yeast growth inh -29, Phagocyt inh 1, GALR2 antag 4, HCT116 bCat-KO 91, HCT116 PTEN-null 92, NPY-Y2 antag 0, Measles CPE 17 and E-sel TNF inh -7.
`C/C(=N\NC(=O)c1ccccc1)c1ccccc1Br` gave MRP1 act -2.2, Yeast life ext -1, Yeast growth inh -21, GALR2 antag -5, HCT116 bCat-KO 55, HCT116 PTEN-null 55, NPY-Y2 antag 3 and Measles CPE 22.
For CCN(CC)S(=O)(=O)c1ccc(S(=O)(=O)Nc2ccc(C(=O)N3CCCC3)cc2)cc1 the results were MRP1 act -0.5, Yeast life ext 2, Yeast growth inh -28, Phagocyt inh 0, GALR2 antag 4, HCT116 bCat-KO 85, HCT116 PTEN-null 88, NPY-Y2 antag 4, Measles CPE 13 and E-sel TNF inh 17.
COc1ccc(-c2csc(NC(=O)COC(=O)c3ccc(Br)o3)n2)cc1 was read as MRP1 act -2.0, Yeast life ext 1, Yeast growth inh -16, Phagocyt inh 1, GALR2 antag 1, HCT116 bCat-KO 83, HCT116 PTEN-null 84, NPY-Y2 antag 2, Measles CPE 7 and E-sel TNF inh -21.
Cc1ccc(C2Nc3cccc4cccc(c34)N2)s1 was read as MRP1 act 0.1, Yeast life ext -9, Yeast growth inh 5, Phagocyt inh -7, GALR2 antag 11, HCT116 bCat-KO 99, HCT116 PTEN-null 102, NPY-Y2 antag 0, Measles CPE 2 and E-sel TNF inh 0.
`Nc1nnc(-c2ccc(F)cc2)s1` gave MRP1 act -3.0, Yeast life ext -10, Yeast growth inh 17, GALR2 antag -1, HCT116 bCat-KO 88, HCT116 PTEN-null 93, NPY-Y2 antag 2 and Measles CPE 5.
COc1ccc(OC)c(NC(=O)c2cc(-c3cc(Cl)ccc3O)n[nH]2)c1 was read as MRP1 act -5.5, Yeast life ext -2, Yeast growth inh -36, Phagocyt inh 0, GALR2 antag 9, HCT116 bCat-KO 50, HCT116 PTEN-null 20, NPY-Y2 antag 2, Measles CPE 9 and E-sel TNF inh 17.
`Cc1ccc(NC(=O)CN(C)C(=O)Cn2ncc(Cl)c(Cl)c2=O)cc1` gave MRP1 act -5.2, Yeast life ext -5, Yeast growth inh 6, Phagocyt inh -12, GALR2 antag 60*, HCT116 bCat-KO 1.6*, HCT116 PTEN-null 1.0* and NPY-Y2 antag -1.
For CC(=O)[C@H]1CC[C@H]2[C@@H]3CCC4=CC(=O)CC[C@]4(C)[C@H]3[C@H](O)C[C@]12C the results were MRP1 act -3.1, Yeast life ext 9, Yeast growth inh -31, GALR2 antag 1, HCT116 bCat-KO 94, HCT116 PTEN-null 104, NPY-Y2 antag -2, Measles CPE 3 and E-sel TNF inh -25.
`O=C(CN1C(=O)S/C(=C/c2ccncc2)C1=O)N1CCOCC1` gave MRP1 act -1.7, Yeast life ext 19, Yeast growth inh -12, Phagocyt inh -3, GALR2 antag 5, HCT116 bCat-KO 92, HCT116 PTEN-null 91, NPY-Y2 antag 2 and Measles CPE 4.
CCCCC(=O)Nc1ccc(NC(=O)C(C)C)cn1 was read as MRP1 act 1.6, Yeast life ext -6, Yeast growth inh -20, Phagocyt inh 0, GALR2 antag 1, HCT116 bCat-KO 110, HCT116 PTEN-null 113, NPY-Y2 antag 0, Measles CPE 12 and E-sel TNF inh 43.
COc1ccc(O)c(C(=O)c2cc(C(=O)NCCc3ccccc3)c(=O)n(CCc3ccccc3)c2)c1 was read as MRP1 act -1.3, Yeast life ext -2, Yeast growth inh -2, Phagocyt inh 1, GALR2 antag 1, HCT116 bCat-KO 71, HCT116 PTEN-null 60, NPY-Y2 antag 4, Measles CPE 11 and E-sel TNF inh -1.
For CN(C)c1ccc(C(=O)NCC2CCCO2)cc1 (configuration not stated) the results were MRP1 act -1.0, Yeast growth inh -25, GALR2 antag 4, HCT116 bCat-KO 95, HCT116 PTEN-null 96, NPY-Y2 antag 0, Measles CPE 6 and E-sel TNF inh -4.
COc1ccc(CC(=O)OCC(=O)Nc2ncc(Cl)cc2Cl)cc1 was read as MRP1 act -0.8, Yeast life ext -11, Yeast growth inh -26, Phagocyt inh 0, GALR2 antag 2, HCT116 bCat-KO 98, HCT116 PTEN-null 98, NPY-Y2 antag 2, Measles CPE 10 and E-sel TNF inh -24.
Cc1cc(C)n2nc(C(=O)N/N=C/c3c4ccccc4cc4ccccc34)nc2n1 was read as MRP1 act -5.0, Yeast life ext 0, Yeast growth inh -19, Phagocyt inh 0, GALR2 antag 5, HCT116 bCat-KO 82, HCT116 PTEN-null 64, NPY-Y2 antag 5, Measles CPE 4 and E-sel TNF inh -1.
`CCN(c1cccc(C)c1)c1nc2ccsc2c(=O)s1` gave MRP1 act -0.2, Yeast life ext -6, Yeast growth inh -15, Phagocyt inh -2, GALR2 antag 0, HCT116 bCat-KO 100, HCT116 PTEN-null 102, NPY-Y2 antag 3, Measles CPE 14 and E-sel TNF inh 19.
For Cc1cc(C)nc(NS(=O)(=O)c2ccc(N/C=C\C(=O)c3ccc(Cl)cc3)cc2)n1 the results were MRP1 act -3.1, Yeast life ext -7, Yeast growth inh -41, Phagocyt inh 2, GALR2 antag -4, HCT116 bCat-KO 88, HCT116 PTEN-null 69, NPY-Y2 antag -1, Measles CPE 4 and E-sel TNF inh -42.
CC(C)CCNC(=O)c1ccc(Cl)c(NC(=O)Cc2ccccc2)c1 was read as MRP1 act -4.1, Yeast life ext 3, Yeast growth inh -30, Phagocyt inh -2, GALR2 antag 4, HCT116 bCat-KO 97, HCT116 PTEN-null 95, NPY-Y2 antag -2 and Measles CPE 6.
COc1ccc(Nc2nc(-c3ccccc3)cs2)cc1 was read as MRP1 act -0.9, Yeast life ext -8, Yeast growth inh -20, Phagocyt inh -1, GALR2 antag -4, HCT116 bCat-KO 78, HCT116 PTEN-null 80, NPY-Y2 antag 0, Measles CPE 6 and E-sel TNF inh -40.
Screening CC(OC(=O)CNC(=O)C12CC3CC(CC(C3)C1)C2)C(=O)Nc1ncc(Cl)cc1Cl (configuration not stated) returned MRP1 act -1.4, Yeast life ext -11, Yeast growth inh -20, Phagocyt inh 0, GALR2 antag 0, HCT116 bCat-KO 110, HCT116 PTEN-null 106, NPY-Y2 antag 0, Measles CPE 5 and E-sel TNF inh -11.
Screening CCCCN1C[C@H](O)[C@@H](O)[C@H](O)[C@H]1CO returned MRP1 act -0.3, Yeast life ext 2, Yeast growth inh -2, GALR2 antag 0, HCT116 bCat-KO 1.0*, HCT116 PTEN-null 1.2*, NPY-Y2 antag 0, Measles CPE 6 and E-sel TNF inh -7.
Screening Cc1cc(C)cc(N2C(=O)N(c3ccccc3C)C3CS(=O)(=O)CC32)c1 (configuration not stated) returned MRP1 act -1.8, Yeast life ext -2, Yeast growth inh -28, Phagocyt inh -3, GALR2 antag -12, HCT116 bCat-KO 91, HCT116 PTEN-null 90, NPY-Y2 antag 0, Measles CPE 17 and E-sel TNF inh 6.
